Assay outcomes deposited in PubChem by several laboratories.
GSH fluor: compound fluoresces at 488/530 nm on GSH beads; GSH beads flow cytometry, compound fluorescence 488/530 nm; stronger effect = higher value; fluorescence (KMESF) at 10 µM; 190,000 compounds, 0.25% hits; AID 1776; in the data active = fluorescence above about 89;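 note: glutathione beads carrying GST-tagged Bcl family fusion proteins plus one bare bead set; values are compound well signal with DMSO vehicle wells as background; inactives centre near 16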
Rac1 act GTP bind: alters GTP binding to activated mutant human Rac1; P63000; GST-Rac1 activated beads, fluorescent GTP binding, flow cytometry; actives lie on both sides; 100% means binding = to untreated wells; percent activity (GTP binding), % at 10 µM; 190,000 compounds, 0.11% hits;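 active = GTP binding at least 20 percentage points away from the 100% baseline, in either direction, so actives lie on both sides; inconclusive = Compound likely fluorescent itself, or too few beads counted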
Rab7 wt GTP bind: modulators of GTP binding to dog Rab7 wildtype GTPase | 190,000 compounds, 0.055% hits | GTP binding activity (percent of control), % at 10 µM | GST-Rab7 beads, fluorescent GTP binding, flow cytometry; actives lie on both sides; untreated = 100%, excess cold GTP = 0%;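 active = fluorescent GTP binding to Rab7 beads changed by at least 20 points from the 100% baseline, either direction, mostly lower; inconclusive = compound itself probably fluorescent, or too few beads counted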;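 note: median green fluorescence of bound Bodipy-FL-GTP per Rab7 bead population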
HRas wt GTP bind: modulators of GTP binding to human HRas wildtype. P01112. GST-Ras wt beads, Bodipy-FL-GTP binding, flow cytometry; actives lie on both sides. 190,000 compounds, 0.14% hits. GTP binding activity, % at 10 µM;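 active = GTP binding activity at least 20% away from the 100% baseline, either lowered as inhibitor or raised as activator; inconclusive = flagged as likely green fluorescent, judged across all proteins in the well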;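 note: 0% = unlabeled GTP competition control and 100% = no-compound control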
Target sequence (P01112 whole entry, looked up): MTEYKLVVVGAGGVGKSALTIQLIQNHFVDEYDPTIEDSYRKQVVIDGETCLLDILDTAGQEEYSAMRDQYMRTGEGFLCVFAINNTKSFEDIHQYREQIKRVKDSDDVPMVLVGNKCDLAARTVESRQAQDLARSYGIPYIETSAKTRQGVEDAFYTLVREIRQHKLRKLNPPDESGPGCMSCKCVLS
Pf gamet viab: P. falciparum stage V gametocyte viability inhibition | P. falciparum stage V gametocytes, ATP luminescence, 24 h | inhibition, % at 10.9 µM | 150,000 compounds, 0.065% hits | AID 743093;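 active = inhibition above the mean plus 3 SD of compounds within the control limits, set per campaign, cut at about 38% in these data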;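 note: 0% = DMSO wells and 100% = medium only without gametocytes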
Rab2A wt mod: changes GTP binding to wildtype dog Rab2A, up or down; GST-Rab2 wt beads, Bodipy-GTP binding, flow cytometry; GTP binding activity, % at 10 µM; 190,000 compounds, 0.19% hits; AID 760;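 active = GTP binding activity at least 20 points away from 100%, either lowered or raised; inconclusive = signal likely due to the compound's own green fluorescence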;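 note: 0% = beads with excess unlabeled GTP and 100% = no-compound control corrected for plate trend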
Mcl1 Noxa PPI: disrupts binding of human Mcl-1 to Noxa peptide. 220,000 compounds, 1.5% hits. TR-FRET Mcl-1/Noxa peptide binding, 2 h. inhibition, % at 21.7 µM. Q07820;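 active = compounds that cut the protein-peptide binding signal by more than 50% relative to plate controls in a single-dose test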;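 note: His-tagged Mcl-1 with rhodamine Noxa BH3 peptide and terbium anti-His antibody; 0% = Mcl-1 plus Noxa peptide wells and 100% = peptide-only wells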
Target sequence (Q07820 whole entry, looked up): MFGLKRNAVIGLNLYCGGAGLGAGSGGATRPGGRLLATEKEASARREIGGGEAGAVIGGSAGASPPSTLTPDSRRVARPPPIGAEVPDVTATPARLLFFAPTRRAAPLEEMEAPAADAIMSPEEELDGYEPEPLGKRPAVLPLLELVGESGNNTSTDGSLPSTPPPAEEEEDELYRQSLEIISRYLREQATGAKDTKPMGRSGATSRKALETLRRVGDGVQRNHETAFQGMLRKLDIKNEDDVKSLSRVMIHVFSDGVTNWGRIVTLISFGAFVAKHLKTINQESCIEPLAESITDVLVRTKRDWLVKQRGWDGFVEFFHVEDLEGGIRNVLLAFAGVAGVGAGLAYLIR
Cdc42 wt GTP: modulators (inhibitors or activators) of GTP binding to human Cdc42 wildtype; P60953; GST-Cdc42 beads, Bodipy-GTP binding, flow cytometry; actives lie on both sides; percent activity (GTP binding), % at 10 µM; 190,000 compounds, 0.2% hits;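 active = percent activity GTP binding at least 20 points away from the 100% baseline, either down as inhibitor or up as activator; inconclusive = compound flagged as likely green fluorescent from well-wide comparison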;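 note: median bead fluorescence of bound Bodipy-FL-GTP at 100 nM; 0% = excess unlabeled GTP control and 100% = no compound control; below 100% means less GTP binding so inhibitor and above means activator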
Target sequence (P60953 whole entry, looked up): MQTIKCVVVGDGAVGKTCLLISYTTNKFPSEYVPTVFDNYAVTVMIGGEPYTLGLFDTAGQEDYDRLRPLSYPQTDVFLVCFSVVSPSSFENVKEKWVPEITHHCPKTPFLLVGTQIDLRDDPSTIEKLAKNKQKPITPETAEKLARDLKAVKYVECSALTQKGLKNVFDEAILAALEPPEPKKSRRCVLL
Rac1 wt GTP bind: modulators of human Rac1 wildtype GTP binding; P63000; GST-Rac1 beads, fluorescent GTP binding, flow cytometry; actives lie on both sides; 0 = cold GTP competed, 100 = untreated; GTP binding activity (% of control), % at 10 µM; 190,000 compounds, 0.27% hits; AID 757;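 active = GTP binding activity at least 20 points away from the 100% control level, either lower or higher; inconclusive = compound flagged as likely green fluorescent, judged across all proteins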
Mcl1 Bid PPI: disrupts binding of human Mcl-1 to Bid peptide | TR-FRET Mcl-1/Bid-Dy647 peptide binding, 1536-well | Q07820 | AID 1021 | inhibition, % at 21.7 µM | 220,000 compounds, 0.97% hits;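 active = compounds that cut the binding signal by more than half at the single screening dose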;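 note: His-tagged Mcl-1 with europium anti-His antibody binding Bid BH3 peptide; 0% = Mcl-1 plus peptide wells and 100% = peptide-only wells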
Avidin bead fluor: avidin bead compound fluorescence profile; Avidin beads, compound fluorescence 488/530 nm, flow cytometry; stronger effect = higher value; fluorescence (KMESF) at 10 µM; 220,000 compounds, 0.38% hits; AID 1775; in the data active = fluorescence above about 47; note: inactives centre near 10
The depositor's hits bear a star; ? = inconclusive; · = not tested or not shown; & = joins results of further samples.

SMILES	GSH fluor	Rac1 act GTP bind	Rab7 wt GTP bind	HRas wt GTP bind	Pf gamet viab	Rab2A wt mod	Mcl1 Noxa PPI	Cdc42 wt GTP	Rac1 wt GTP bind	Mcl1 Bid PPI	Avidin bead fluor
COc1cccc(Cn2nnc(C(=O)Nc3ccc(C)cc3)c2N)c1	13	100	101	102	·	101	-8	104	103	-19	7
CC1(C)C2CCC1(C)C(OC(=O)CC(=O)O)C2 (stereo not given)	36	98	99	99	·	100	12	99	104	11	18
Cc1cccc2cc(CN(CCN3CCOCC3)C(=O)Nc3ccccc3F)c(=O)[nH]c12	11	103	102	103	-7	102	16	99	104	-6	15
COc1ccc2c(c1)-c1c(sn(-c3ccccc3)c1=S)C(C)(C)N2	5	98	101	103	-11	101	6	97	102	-78	15
O=C(CSc1nnc(-c2ccc(Br)cc2)n1CCc1ccccc1)NC1CCS(=O)(=O)C1 (stereo not given)	14	101	107	102	·	102	-8	100	104	-15	12
O=Cc1cccn1-c1ccc2ccccc2c1	15	94	94	94	16	93	5	95	96	-4	9
O=C(CC12CC3CC(CC(C3)C1)C2)NCC(=O)OCc1cc(=O)oc2ccc3ccccc3c12	17	101	99	101	-3	99	8	98	104	-7	12
Cc1nc2sc(C(c3ccco3)N3CCN(c4ccc(F)cc4)CC3)c(O)n2n1 (stereo not given)	17	93	99	94	·	95	-8	94	91	-12	6
COCCCN(C(=S)NC(=O)c1ccc(Br)cc1)c1c(N)n(Cc2ccccc2)c(=O)[nH]c1=O	16	94	101	97	18	98	18	93	96	-60	10
Cn1c(CCNC(=O)c2ccccc2)nc2ccccc21	18	99	100	102	·	101	1	102	102	-7	7
O=C(NC1CCCC1)c1ccccc1-c1nc2ccccc2[nH]1	52	100	101	102	·	101	-11	103	105	-37	7
Cc1ccccc1-n1c(C)nnc1SCc1nc2ccccc2s1	26	96	96	97	-34	97	-8	99	97	-14	9
COc1cc(OC)cc(-c2cn[nH]c2N)c1	11	97	103	98	-7	99	24	98	101	-22	10
O=C(/C=C\Nc1ccc2c(c1)OCO2)c1ccc(Cl)s1	12	98	93	98	1	96	8	98	98	-32	10
CN(Cc1ccccc1)c1ccc(S(=O)(=O)N2CCOCC2)cn1	25	89	93	93	·	92	·	93	87	-8	7
O=S(=O)(c1ccccc1)c1nc(-c2ccco2)oc1NCc1ccco1	34	97	101	100	·	101	40	102	103	-6	4
CC(CN1CCCCC1)OC(=O)C1c2ccccc2Oc2ccccc21 (stereo not given)	13	100	105	102	-8	103	11	104	107	11	8
C[n+]1cc[nH]c1SCC(=O)c1ccc(Cl)cc1	16	95	93	93	10	98	15	94	96	-4	8
Cc1nn(C)c(Oc2cccc(Cl)c2)c1C#N	10	91	103	98	-15	94	2	97	101	-2	14
CCS(=O)(=O)Nc1cccc(C2=NN(S(=O)(=O)c3ccc(F)cc3)C(c3cccs3)C2)c1 (stereo not given)	10	102	103	101	·	99	25	101	106	-8	4
COc1ccc(CC(=O)Nc2ncc([N+](=O)[O-])s2)cc1OC	8	88	90	84	-9	81	32	82	85	-38	8
COC(=O)C1=CN(CC2CCCO2)C=C(C(=O)OC)C1c1ccccc1C(F)(F)F (stereo not given)	30	97	96	98	·	98	-13	97	101	35	9
Cc1nn(CC(=O)N(C)Cc2ccc(F)cc2)c(C)c1[N+](=O)[O-]	13	100	98	98	20	99	17	100	99	-43	9
CC1CCN(C(=O)COc2cccc3c2CCN(C)C3=O)CC1	12	95	91	90	-33	91	-9	94	93	-10	22
CN1CCc2nc3ccc(Cl)cc3c(-c3ccccc3Cl)c2C1	15	95	95	93	17	91	17	79*	91	7	21
SMILES	GSH fluor	Rac1 act GTP bind	Rab7 wt GTP bind	HRas wt GTP bind	Pf gamet viab	Rab2A wt mod	Mcl1 Noxa PPI	Cdc42 wt GTP	Rac1 wt GTP bind	Mcl1 Bid PPI	Avidin bead fluor
C/C(=N/NC(=O)c1ccccc1O)c1ccc(N2C(=O)C3CCCCC3C2=O)cc1 (stereo not given)	27	97	96	99	·	99	10	102	99	-31	13
COc1ccc(C(=O)N2CCCC(CCC(=O)NCc3ccc(F)c(F)c3)C2)o1 (stereo not given)	11	?	?	?	3	?	15	?	?	-57	10
CCOC(=O)N1CCN(C(=O)C2CCC(CNS(=O)(=O)c3ccc(Cl)cc3)CC2)CC1 (stereo not given)	27	100	101	102	·	101	-22	104	106	-13	7
CCOc1ccc(N(C(=O)/C=C/C(=O)Nc2cc(C)on2)C(C(=O)NC2CCCC2)c2ccccc2C)cc1 (stereo not given)	15	99	101	97	7	98	13	96	102	-21	14
O=C(O)/C=C/C(=O)NCCNc1ncc(C(F)(F)F)cc1Cl	20	96	102	98	-14	98	19	99	103	-9	12
CC1=C(c2ccc(F)cc2)[N+](=O)C(C)(C)N1[O-]	13	99	98	101	16	100	-1	102	102	-19	10
CC(C)n1c(CSCc2ccc(Cl)cc2Cl)n[nH]c1=S	17	94	97	97	-18	94	5	96	98	-22	10
Cc1ccccc1N1CC(=O)N(c2ccccc2C)CC1=O	13	101	99	102	·	102	-1	104	106	-4	9
COc1ccc(OC)c(CNC(=O)CCCc2cn(C)c3ccccc23)c1	12	100	92	99	·	99	-6	99	103	-10	4
c1ccc(-c2noc(-c3ccc4ccccc4c3)n2)nc1	15	97	99	99	·	99	-15	100	101	12	9
COc1ccc(C(=O)/C=C/Nc2ccc(S(=O)(=O)Nc3onc(C)c3C)cc2)cc1	3	91	89	85	-18	84	26	88	82	-24	12
CC1CC(NC(=O)N(C)C)N(C)C(=O)N1 (stereo not given)	22	99	100	96	-3	99	-3	99	108	3	9
CC(C)CN1C(=O)C(=Nc2cccnc2)c2ccccc21	14	95	93	95	4	95	17	93	96	-15	12
CC(=O)Nc1cccc(OCC(O)Cn2c(C)nc3ccccc32)c1 (stereo not given)	15	99	102	102	18	97	6	102	102	-20	5
COCCn1c(C)cc2c(c1=O)C(c1ccccc1F)C(C#N)=C(N)O2 (stereo not given)	31	98	102	101	3	100	-3	101	101	-29	8
COC(=O)c1ccc(NC(=O)Cn2nnc3ccccc32)cc1	21	95	91	93	-18	93	-1	94	93	-11	18
S=c1[nH]nc(C2CCCCC2)n1/N=C/c1ccco1	10	99	102	101	14	100	17	103	102	-75	2
Cc1ccc2c(Cl)cc(Cl)c(OCC(=O)N3CCCC3)c2n1	9	94	95	95	-34	95	10	96	95	-54	23
Cc1nc(NC(=O)C(C)Oc2cccc(Cl)c2)sc1C(=O)N(C)C (stereo not given)	7	96	101	100	·	97	6	98	99	-5	11
CC(C)(C)C(=O)/C=c1\[nH]c(=O)/c(=C\c2ccc(C#N)cc2)s1	33	98	101	100	6	99	19	102	105	-26	14
O=C(O)c1cc(S(=O)(=O)N2CCN(c3ccccn3)CC2)ccc1Cl	10	92	99	96	8	96	21	92	92	15	22
CCc1cc2ccc(OC)cc2nc1SCC(=O)Nc1cc(C)on1	48	93	95	98	13	97	-2	99	98	-15	13
Cc1ccc(NC(=O)CNC(c2ccccc2)c2ccccc2)c(F)c1	8	98	102	99	9	95	15	96	101	-15	15
O=C(Cc1cccs1)Nc1nc2c(ccc3ccccc32)s1	34	100	97	99	·	98	10	99	103	-11	6
CCOc1ccc(C(=O)N(c2ccccn2)C2CCCCC2)cc1	19	96	106	100	-12	96	-4	99	97	-22	9
SMILES	GSH fluor	Rac1 act GTP bind	Rab7 wt GTP bind	HRas wt GTP bind	Pf gamet viab	Rab2A wt mod	Mcl1 Noxa PPI	Cdc42 wt GTP	Rac1 wt GTP bind	Mcl1 Bid PPI	Avidin bead fluor
Cc1ccc2c3c(c(SCC(=O)Nc4nonc4C)nc2c1)CCCC3	25	100	96	100	-2	99	-21	96	103	-12	19
c1ccc(-c2nc3cc4ccccc4cc3[nH]2)nc1	45	100	102	103	-5	104	-66	103	104	-47	8
CCN(CC)C(=O)CSc1nc(O)c(Cc2ccccc2)c(=O)n1-c1ccccc1	8	95	93	97	·	95	7	98	97	-47	16
COc1ccc(C(CNC(=O)COc2ccccc2-c2ccccc2)N2CCOCC2)cc1 (stereo not given)	18	95	94	96	8	97	0	98	96	1	8
Cc1nnc(N(C)C(=O)c2ccccn2)s1	12	93	97	98	·	94	6	98	94	-6	34
Cn1c(=O)cc(SCC(=O)Nc2ccccn2)c2ccccc21	30	101	102	101	·	100	-13	101	105	-29	15
C=CCc1cc(OC)ccc1OCC(O)CN1CCN(c2ccc(OC)cc2)CC1 (stereo not given)	37&23	99&94	104&101	102&96	-31&-24	104&95	36&22	104&95	106&99	7&-18	14&11
COc1ccc(/C=C2\CCn3c2nc2cc(C(=O)O)ccc2c3=O)cc1O	9	?	?	?	·	?	41	?	?	-31	7
Cn1c2c(c(=O)n(C)c1=O)C(c1ccccc1Cl)CC(=O)N2 (stereo not given)	17	102	101	103	·	101	13	99	109	-33	7
CCCCNC(c1ccccc1)c1ccncc1 (stereo not given)	9	97	89	97	·	98	28	99	96	11	8
Cc1ccc(N(C(=O)CCC(=O)Nc2nccs2)C(C(=O)NC(C)(C)C)c2ccc(O)cc2)cc1 (stereo not given)	26	95	98	95	-10	95	-2	96	98	-30	10
CN(C)C(=O)CN(c1ccc2c(c1)OCO2)S(C)(=O)=O	72	101	96	99	-10	99	3	100	105	-31	9
CCOC(=O)Cc1nnc(NC(=O)CSc2ccc(Cl)cc2)s1	37	97	105	101	17	102	3	100	97	15	17
C=CCC(CC=C)(NC(=O)c1ccccc1)c1ccccc1	19	98	96	100	9	100	1	102	97	1	9
CNc1nccc(-c2ccc(Cl)cc2)c1C#N	14	95	97	96	10	99	-6	99	98	3	10
S=C(NC1CCCC1)N1CCN(c2ccc(Cl)cc2)CC1	21	96	99	96	·	96	2	95	102	-13	5
CCOC(=O)C1=C(C)N(c2ccccc2)C(=O)/C1=C\c1ccco1	8	98	101	98	·	95	27	98	101	-50	32
COCCOC(=O)C1=C(C)N(c2ccccc2)C(=S)NC1c1ccccc1C(F)(F)F (stereo not given)	13	98	100	99	·	97	-2	97	103	-38	23
Cc1ccc(S(=O)(=O)c2c(C)cc(C)nc2Oc2cccc(C(F)(F)F)c2)cc1	17	99	97	100	·	97	2	99	99	-9	7
Cc1c(C(=O)NC(=S)NCc2cccnc2)oc2ccccc12	19	95	98	95	21	96	-7	96	100	-25	12
CCc1nnc(NC(=O)c2ccc(S(=O)(=O)N(CC)Cc3ccccc3)cc2)o1	14	95	95	94	·	93	-78	98	102	-58	23
C(=C\c1ccco1)/C1=NN(c2ccccc2)C(c2ccco2)C1 (stereo not given)	13	101	101	100	·	99	22	102	107	-40	13
